KCNK3 inh = human KCNK3 channel inhibition, primary screen. B-score at 10 µM. CHO-KCNK3 thallium flux, FluxOR fluorescence; stronger effect = lower value. 340,000 compounds, 0.84% hits. AID 602410;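 active = B-score under library mean minus 4 SD, starting fluorescence ratio at most library mean plus 5 SD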;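 also: more negative B-score means stronger inhibition of thallium flux through KCNK3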
Target sequence (O14649 whole entry, looked up): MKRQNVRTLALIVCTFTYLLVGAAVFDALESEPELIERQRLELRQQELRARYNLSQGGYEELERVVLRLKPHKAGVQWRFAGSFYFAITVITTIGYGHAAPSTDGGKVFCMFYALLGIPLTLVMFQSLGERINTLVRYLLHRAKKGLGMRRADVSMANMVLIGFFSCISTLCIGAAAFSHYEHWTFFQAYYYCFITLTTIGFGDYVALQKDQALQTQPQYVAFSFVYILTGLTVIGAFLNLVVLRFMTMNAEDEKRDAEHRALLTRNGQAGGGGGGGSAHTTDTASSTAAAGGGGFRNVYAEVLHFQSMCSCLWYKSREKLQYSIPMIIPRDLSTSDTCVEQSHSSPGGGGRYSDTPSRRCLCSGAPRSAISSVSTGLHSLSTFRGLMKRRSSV
KCNQ1 pot = potentiators or activators of human KCNQ1 potassium channel | B-score at 10 µM | 310,000 compounds, 0.35% hits | P51787 | CHO-K1 KCNQ1, thallium flux FluxOR fluorescence; stronger effect = higher value;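 active = fluorescence ratio B-score, a plate-corrected score, at least three library SD, with initial intensity B-score within 5 SD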
Target sequence (P51787 whole entry, looked up): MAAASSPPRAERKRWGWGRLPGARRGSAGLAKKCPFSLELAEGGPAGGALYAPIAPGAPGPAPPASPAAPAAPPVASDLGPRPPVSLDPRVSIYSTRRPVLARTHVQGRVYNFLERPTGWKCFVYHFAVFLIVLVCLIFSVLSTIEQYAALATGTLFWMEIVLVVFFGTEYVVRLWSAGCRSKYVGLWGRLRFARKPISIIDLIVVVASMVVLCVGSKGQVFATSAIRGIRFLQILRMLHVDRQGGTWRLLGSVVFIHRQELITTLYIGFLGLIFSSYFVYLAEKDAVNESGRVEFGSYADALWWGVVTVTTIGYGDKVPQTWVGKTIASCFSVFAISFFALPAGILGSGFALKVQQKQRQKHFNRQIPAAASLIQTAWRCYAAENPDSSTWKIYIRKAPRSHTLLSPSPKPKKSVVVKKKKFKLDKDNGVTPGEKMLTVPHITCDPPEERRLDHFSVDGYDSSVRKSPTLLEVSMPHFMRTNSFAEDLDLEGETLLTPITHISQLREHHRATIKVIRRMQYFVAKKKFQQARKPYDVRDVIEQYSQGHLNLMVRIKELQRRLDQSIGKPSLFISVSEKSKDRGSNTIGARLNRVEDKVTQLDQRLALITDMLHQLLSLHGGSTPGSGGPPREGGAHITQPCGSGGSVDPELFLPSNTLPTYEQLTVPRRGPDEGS
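System: Stable KCNQ1 CHO-K1 line | Incubation: 90 min dye loading and 20 min compound exposure, both at room temperature | Measure: Ratio B score | Medium: Assay buffer for compound exposure, DMSO matched across wells | Compound dosing: Single-concentration screen | Probe or stimulus: K+/Tl+ depolarizing stimulus | Measured by: Kinetic FluxOR fluorescence, 10 s baseline plus 110 s post-stimulus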
DYRK1A inh = inhibitors of rat Dyrk1A kinase; inhibition, % at 12.5 µM; 310,000 compounds, 0.43% hits; Q63470; AID 504441; ADP-Glo luminescence, NFATc1 peptide; in the data active = inhibition above about 50%;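 also: plate controls were vehicle with enzyme for no effect and no enzyme for full effect; many of its hits are not listed in these tables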
KCNQ1 block = blocks the human KCNQ1 potassium channel; P51787; CHO-K1 KCNQ1, FluxOR thallium flux fluorescence; stronger effect = higher value; B-score at 10 µM; 310,000 compounds, 1.3% hits;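 active = compounds whose thallium flux B-score, printed positive for inhibition, exceeds three library SD while starting fluorescence stays within three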;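 also: channel opened by potassium depolarization with thallium stimulus after 20 min compound exposure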
TRPC4 PAM = TRPC4 (mouse) allosteric potentiation | HEK293 TRPC4beta/mu-opioid, DAMGO EC20, Fluo-4 Ca2+ flux; stronger effect = higher value | 310,000 compounds, 0.42% hits | B-score at 10 µM | AID 2227 | Q9QUQ5;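 active = B-score of calcium response area above 5 SD of library B-scores, with initial fluorescence ratio within 5 SD of library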;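 also: B-score of integrated fluorescence ratio over time as area under calcium response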
TMEM16A act = activates or potentiates the mouse TMEM16A chloride channel; Q8BHY3; HEK293 TMEM16A/YFP-H148Q/I152L, iodide quench fluorescence; stronger effect = lower value; B-score at 10 µM; 340,000 compounds, 0.3% hits; AID 623877;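 active = fluorescence-ratio B-score plate-corrected deviation score at least 3 library SD below zero, with starting fluorescence score within 5 deviations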;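 also: channel opened by trigger with iodide after compound preincubation; score built on the fluorescence ratio of max minus min over baseline; more negative score means more quench and so TMEM16A activation or potentiation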
hERG rescue = shields human hERG channel from block by proarrhythmic agents; 310,000 compounds, 0.51% hits; CHO-hERG, FluxOR thallium flux, dofetilide IC70 present; Q12809; activation (rescue from dofetilide block), less the hit threshold, % at 10 µM;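 active = activation above the mean of controls blocked by dofetilide plus 5 SD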;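 also: thallium influx through hERG after potassium depolarization seen as dye fluorescence rise; in these data hits start at about 4.7%; inactives centre near -7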
TMEM16A inh = mouse TMEM16A channel inhibition, primary screen | HEK293 TMEM16A/YFP iodide influx fluorescence, ionomycin | AID 588511 | normalized B-score (activity score, 25-100; higher = stronger inhibition) at 10 µM | 310,000 compounds, 1.2% hits;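 active = ratio plate-corrected score three or more library SD toward inhibition, starting fluorescence score within five deviations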;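 also: score derived from kinetic fluorescence span divided by baseline fluorescence per well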
TRPC4 act = activators of mouse TRPC4 channel; HEK293 TRPC4beta/mu-opioid, Fluo4 calcium fluorescence; stronger effect = higher value; Q9QUQ5; B-score at 10 µM; 310,000 compounds, 0.49% hits;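 active = B-score above 5 SD of library B-scores, and initial fluorescence ratio not above library mean plus 5 SD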;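 also: positive B-score marks a calcium rise read as TRPC4 activation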
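System – HEK293 cells stably co-expressing mouse TRPC4beta and mu-opioid receptor · Signal – Fluo4 calcium-sensitive dye fluorescence, kinetic, 1 Hz baseline · Benchmarks – buffer (low) and maximal DAMGO (high) · Read-out – B score of integrated fluorescence ratio per well · Incubation – dye loading 45 min room temperature, 110 s kinetic read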
HDAC3 inh = blocks human histone deacetylase 3 | O15379 | recombinant HDAC3, fluorogenic peptide/trypsin coupled, fluorescence | inhibition, % at 8.3 µM | 320,000 compounds, 0.15% hits | AID 2718; in the data active = inhibition above about 26%, passing the limit was not always enough; inconclusive = no clear call, values can overlap the other calls
KCNK9 inh = human KCNK9 channel inhibition. 310,000 compounds, 1.2% hits. AID 488922. HEK293 KCNK9, FluxOR thallium flux fluorescence; stronger effect = lower value. B-score at 10 µM. Q9NPC2;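 active = ratio B-score over 3 SD below the library mean, with starting fluorescence within 5 SD of its mean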;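 also: negative B-score means less thallium flux so channel inhibition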
Starred values were filed as active, the others as inactive; i = inactive; ? = inconclusive; . = not tested or not shown. Some of the compounds tested; the hit share may differ from the screen's.

SMILES	KCNK3 inh	KCNQ1 pot	DYRK1A inh	KCNQ1 block	TRPC4 PAM	TMEM16A act	hERG rescue	TMEM16A inh	TRPC4 act	HDAC3 inh	KCNK9 inh
COc1ccc(S(=O)(=O)c2c(O)c3ccc(C(=O)Nc4ccccc4Cl)cc3[nH]c2=O)cc1	i	i	8	i	i	i	-11	i	i	0	i
O=C(Nc1ccc(-c2nc3cccnc3s2)cc1)c1ccco1	i	i	6	i	i	i	-13	i	i	-7	i
CC1CCN(C(=O)Cn2c3ccc(F)cc3c3nc4n(c(=O)c32)CCCS4)CC1	i	i	-1	i	i	i	-6	i	i	-3	i
CCc1ccc2[nH]c3nc(SCC(=O)NNC(=O)c4ccc(C(C)(C)C)cc4)nnc3c2c1	i	i	-4	i	i	i	-11	i	i	17	i
Cc1cc(C)n(CC(=O)NNC(=O)C2CC(=O)N(Cc3ccccc3Cl)C2)n1 (stereo not drawn)	i	i	.	i	i	i	-10	i	i	0	i
CC(CN1CCCC1)OC(=O)Cc1ccc(Cl)cc1 (stereo not drawn)	i	i	3	i	i	i	1	i	i	-2	i
Cc1ccn2cc(CNC(=O)c3ccc(Br)o3)nc2c1	i	i	0	i	i	i	-6	i	i	-1	i
CCSc1nnc(NC(=O)C2Cc3ccccc3CN2C(=O)c2ccco2)s1 (stereo not drawn)	i	i	4	i	i	i	-3	i	i	2	i
CCCNC(=O)Cn1c(=O)n(CC(=O)N2CCCCC2)c(=O)c2sccc21	i	i	.	i	i	i	-5	i	i	-4	i
CC(SC1CCCC1)C(=O)Nc1ccnn1C(C)C (stereo not drawn)	i	i	0	i	i	i	-4	i	i	7	i
COc1ccc(S(=O)(=O)N2c3ccccc3NC(=O)CC2C)cc1 (stereo not drawn)	i	i	-2	i	i	i	1	i	i	4	i
Cc1nn(C(C)(C)C)c(NC(=O)c2ccc(Cl)cc2Cl)c1Br	i	i	.	i	i	i	-4	i	i	3	i
NC1(N)OC(CN2C(=O)c3ccccc3C2=O)CS1 (stereo not drawn)	i	i	3	i	i	i	-6	100*	i	5	i
O=C1CSc2nc3ccccc3n21	i	i	4	i	i	i	-15	i	i	.	i
COc1ccnc(Oc2ccc3ccccc3c2)c1C#N	i	i	-4	i	i	i	-9	i	i	?	i
CCn1c(SCC(=O)Nc2ncc(C(F)(F)F)cc2Cl)nnc1-c1cccc(C)c1	i	i	1	i	i	i	-8	i	i	.	i
Cc1ccc(C)c(-n2nnnc2SCC(=O)c2ccc3c(c2)NC(=O)CO3)c1	i	i	-7	i	i	i	-11	i	i	-5	i
CC1(C)Cc2c(C#N)c(N)sc(=S)c2CO1	i	i	4	i	i	i	-4	i	i	7	i
COCCNC(=O)c1ccccc1NC(=O)c1cccc([N+](=O)[O-])c1C	i	i	-5	i	i	i	3	i	i	2	i
COc1ccc(/C=C2\SC(N3CCCCC3)=NC2=O)cc1OC	i	i	-3	i	i	i	-4	i	i	1	i
O=C(Nn1cnnc1)c1ccc(Cl)cc1	i	i	-6	i	i	i	-5	i	i	?	i
Cc1ccc(Cl)c(OCC(=O)Nc2sc(C)c(C)c2C#N)c1	i	i	-1	i	i	i	-6	i	i	4	i
O=C(NC1CCN(Cc2ccccc2)CC1)c1cc(-c2ccccn2)nc2ccccc12	i	i	-35	i	i	i	-4	i	i	-5	i
CC(C)c1ccc(NC(=O)CNS(=O)(=O)c2ccc(F)cc2)cc1	i	i	11	i	i	i	-5	i	i	8	i
CCCC(C)C(=O)Nc1nc(C)c(-c2csc(Nc3ccc(Cl)cc3)n2)s1 (stereo not drawn)	i	i	3	i	i	i	-10	i	i	9	i

An excerpt from above in order of number of heavy atoms, falling:
SMILES	KCNK3 inh	KCNQ1 pot	DYRK1A inh	KCNQ1 block	TRPC4 PAM	TMEM16A act	hERG rescue	TMEM16A inh	TRPC4 act	HDAC3 inh	KCNK9 inh
O=C(NC1CCN(Cc2ccccc2)CC1)c1cc(-c2ccccn2)nc2ccccc12	i	i	-35	i	i	i	-4	i	i	-5	i
CCn1c(SCC(=O)Nc2ncc(C(F)(F)F)cc2Cl)nnc1-c1cccc(C)c1	i	i	1	i	i	i	-8	i	i	.	i
Cc1cc(C)n(CC(=O)NNC(=O)C2CC(=O)N(Cc3ccccc3Cl)C2)n1 (stereo not drawn)	i	i	.	i	i	i	-10	i	i	0	i
CCCC(C)C(=O)Nc1nc(C)c(-c2csc(Nc3ccc(Cl)cc3)n2)s1 (stereo not drawn)	i	i	3	i	i	i	-10	i	i	9	i
COCCNC(=O)c1ccccc1NC(=O)c1cccc([N+](=O)[O-])c1C	i	i	-5	i	i	i	3	i	i	2	i
CC(C)c1ccc(NC(=O)CNS(=O)(=O)c2ccc(F)cc2)cc1	i	i	11	i	i	i	-5	i	i	8	i
O=C(Nc1ccc(-c2nc3cccnc3s2)cc1)c1ccco1	i	i	6	i	i	i	-13	i	i	-7	i
Cc1nn(C(C)(C)C)c(NC(=O)c2ccc(Cl)cc2Cl)c1Br	i	i	.	i	i	i	-4	i	i	3	i
Cc1ccn2cc(CNC(=O)c3ccc(Br)o3)nc2c1	i	i	0	i	i	i	-6	i	i	-1	i
NC1(N)OC(CN2C(=O)c3ccccc3C2=O)CS1 (stereo not drawn)	i	i	3	i	i	i	-6	100*	i	5	i

The list continues:
SMILES	KCNK3 inh	KCNQ1 pot	DYRK1A inh	KCNQ1 block	TRPC4 PAM	TMEM16A act	hERG rescue	TMEM16A inh	TRPC4 act	HDAC3 inh	KCNK9 inh
O=C(Nc1ccccn1)c1ccc(NC(=O)c2ccco2)cc1	i	i	-4	i	i	i	-3	i	i	3	i
Cc1nc2ccccc2c(=O)n1/N=C/c1ccc(O)c(O)c1O	i	i	2	i	i	i	-11	i	i	2	i
CN(Cc1cnccn1)C(=O)C1CCC(=O)N(CCc2ccccc2)C1 (stereo not drawn)	i	i	-2	i	i	i	-8	i	i	-6	i
COc1ccc(N(CC(=O)NN=C2CCCC2)S(=O)(=O)c2ccccc2)cc1Cl	i	i	-1	i	i	i	-9	i	i	-2	i
O=C(Cn1nc(C(=O)O)c2ccccc2c1=O)Nc1ccc2c(c1)OCO2	i	i	-2	i	i	i	-11	i	i	.	i
COc1ccccc1Oc1cn[nH]c1-c1ccc(O)cc1O	i	i	-3	i	i	i	-17	i	i	-5	i
O=C(/C=C/c1ccc(Br)cc1)c1ccc(NC2=NCCCS2)cc1	i	i	4	i	i	i	-22	i	i	-3	i
Cc1c(Cc2ccccc2)c(=O)oc2c(O)c(O)ccc12	i	i	-2	i	i	i	-9	.	i	.	i
CCOc1ccc(Cl)cc1S(=O)(=O)N1CCCC1	i	i	1	i	i	i	-11	i	i	0	i
CCOC(=O)c1c(N)c2cc([N+](=O)[O-])cnc2n1C	i	i	.	i	i	i	-2	i	i	6	i
COc1cc(OC)cc(C(=O)NNC(=S)Nc2ccccc2OC)c1	i	i	1	i	i	i	-9	i	i	1	i
COC(=O)NNC(=O)C1CCC(C)CC1 (stereo not drawn)	i	i	3	i	i	i	-9	i	i	4	i
CCOC(=O)Cn1ncc2c3ccccc3n(CC(=O)OCC)c2c1=O	i	i	4	i	i	i	-7	i	i	-10	i
Cc1ccc(Cl)cc1-n1c(=O)cc(N2CC(C)OC(C)C2)[nH]c1=O (stereo not drawn)	i	i	-3	i	i	i	-9	i	i	2	i
CCN(CC)C(=O)COCc1cc(-c2ccc3c(c2)OCO3)on1	i	i	-2	i	i	i	-5	i	i	-15	i
COC(=O)C1=NN(c2ccc(OC)cc2)C2C(=O)N(c3ccccc3OC)C(=O)C12 (stereo not drawn)	i	i	.	i	i	i	1	i	i	-2	i
Cc1ccccc1CNC(=O)Nc1cccs1	i	.	8	.	.	i	.	i	.	-1	.
O=C1C(=O)N(CCCN2CCOCC2)C(c2ccc(F)cc2)/C1=C(\O)c1ccc2c(c1)OCCO2 (stereo not drawn)	i	i	-5	i	i	i	-4	i	i	8	i
CN1C(=O)N(C)C2(C)CC1(C)N(C)C(=O)N2C	i	i	13	i	i	i	-5	i	i	-2	i
COc1ccc(N(C(=O)c2ccco2)S(=O)(=O)c2ccc(F)cc2)cc1	i	i	-5	i	i	.	-3	i	i	4	i
O=C(N/N=C/c1ccccc1)c1ccc(OCc2ccccc2)cc1	i	i	-1	i	i	i	-17	i	i	-1	i
CC/C(=N\NC(=S)Nc1cc(C)ccc1C)c1ccc(OC(F)F)cc1	i	i	0	i	i	i	0	i	i	?	i
COc1cccc(CN2CCNC(=O)C2CC(=O)NCCCC2CCCC2)c1OC (stereo not drawn)	i	i	-6	i	i	i	-14	i	i	6	i
Cc1ccc(/C(COc2ccccc2O)=N\O)cc1	i	i	-4	i	i	i	-8	i	i	0	i
O=C(Cc1cccs1)NNC(=O)C12CC3CC(CC(C3)C1)C2	i	i	1	i	i	i	-12	i	i	-1	i
The list goes on:
SMILES	KCNK3 inh	KCNQ1 pot	DYRK1A inh	KCNQ1 block	TRPC4 PAM	TMEM16A act	hERG rescue	TMEM16A inh	TRPC4 act	HDAC3 inh	KCNK9 inh
O=C(CCN1C(=O)S/C(=C\C=C\c2ccccc2)C1=O)Nc1ccc(O)cc1	i	i	.	i	i	i	-5	i	i	4	i
COC(=O)COc1ccc(/C=C2\SC(=O)N(CC(=O)Nc3ccccc3F)C2=O)cc1	i	i	-3	i	i	i	-8	i	i	-1	i
CN(C(=S)NC1=CCS(=O)(=O)C1)C1CCCCC1	i	i	-1	i	i	i	-5	i	i	-1	i
O=C(Nc1ccc(S(=O)(=O)Nc2cnc3ccccc3n2)cc1)c1ccccc1Br	i	i	0	i	i	i	-4	i	i	-8	i
Cc1cc(C)c(NC(=O)COC(=O)CCn2c(C)csc2=O)c(C)c1	i	i	11	i	i	i	-3	i	i	-1	i
O=C(N1CCCCC1)N1CCN(c2ccc(Cl)cc2)CC1	i	i	-1	i	i	i	-1	i	i	-2	i
